OX1R antag: OX1R (human) antagonism; AID 485270; OX1R-expressing cells, FRET antagonist read-out; inhibition, % at 6.6 µM; 330,000 tested, 1.8% active; in the data active = inhibition mostly above about 38%, no sharp cut-off; inactive = mostly below about 40%;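 also: 0% = agonist challenge alone and 100% = reference antagonist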
STK33 inh: inhibitors of human STK33 kinase; purified STK33, MBP phosphorylation, ADP-Glo luminescence; Q9BYT3; 320,000 tested, 0.073% active; inhibition, % at 10 µM;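 active = inhibition at or above 25%, using the most active replicate where run in duplicate; inactive = inhibition below 25%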
Target sequence (Q9BYT3 whole entry, looked up): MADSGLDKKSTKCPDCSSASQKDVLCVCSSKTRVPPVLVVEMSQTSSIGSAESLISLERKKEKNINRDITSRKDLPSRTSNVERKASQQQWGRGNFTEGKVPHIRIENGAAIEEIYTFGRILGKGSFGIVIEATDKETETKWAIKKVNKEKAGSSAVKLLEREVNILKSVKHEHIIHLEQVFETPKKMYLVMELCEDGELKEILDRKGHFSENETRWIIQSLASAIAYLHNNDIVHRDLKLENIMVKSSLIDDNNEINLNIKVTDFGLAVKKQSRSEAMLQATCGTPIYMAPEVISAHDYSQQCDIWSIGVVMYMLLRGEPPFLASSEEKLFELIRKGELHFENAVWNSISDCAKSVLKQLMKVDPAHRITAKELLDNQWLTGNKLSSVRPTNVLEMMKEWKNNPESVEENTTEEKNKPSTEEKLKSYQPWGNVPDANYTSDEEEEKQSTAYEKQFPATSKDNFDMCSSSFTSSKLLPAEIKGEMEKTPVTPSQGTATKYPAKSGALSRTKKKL
Active calls of the source: *; x = no result given.

O=C1c2ccccc2C(=O)N1OCc1cccc(Cl)c1
  OX1R antag: 10; STK33 inh: 0.2

COc1ccc(OC)c(NC(=O)CCN2CCC(C)CC2)c1
  OX1R antag: 10; STK33 inh: -1.2

CCOC(=O)C1=C(O)C(=O)N(c2ccc(S(N)(=O)=O)cc2)C1c1ccc(Br)cc1 (configuration not stated)
  OX1R antag: 2; STK33 inh: -3.3

Cc1ccc(NC(=O)CSc2n[nH]c(-c3cccnc3)n2)cc1Cl
  OX1R antag: 11; STK33 inh: 0.0

COc1ccc(C(O)(CCN2CCCCC2)C2CCCCC2)cc1 (configuration not stated)
  OX1R antag: 0; STK33 inh: -0.8

Cc1c(C(c2ccc(O)cc2)c2c(C)n(C)n(-c3ccccc3)c2=O)c(=O)n(-c2ccccc2)n1C
  OX1R antag: 14; STK33 inh: -0.1

O=c1ccc2cc3c(-c4ccccc4)coc3cc2o1
  OX1R antag: x; STK33 inh: -0.7

COc1ccc(/C=N/Nc2cc(C)nc3ccc(Br)cc23)cc1
  OX1R antag: 18; STK33 inh: 0.0

CCOc1ccc2nc(NC(=O)C3CCN(S(=O)(=O)c4cnc[nH]4)CC3)sc2c1
  OX1R antag: 11; STK33 inh: 6.5

CCOCCCNC(=S)Nc1ccc2nc(N3CCCC3)cc(C)c2c1
  OX1R antag: 11; STK33 inh: -0.4

Cc1ccc(C)c(S(=O)(=O)NC(C)CCc2ccccc2)c1 (configuration not stated)
  OX1R antag: 13; STK33 inh: -0.2

C/C(=N\NC(=O)Cc1ccc(Cl)cc1)c1ccccc1O
  OX1R antag: 19; STK33 inh: -2.1

Cc1cc(C)n(-c2nc3ccccc3c(=O)n2OC2CCCCC2)n1
  OX1R antag: 17; STK33 inh: -2.8

CC(C)Cc1nn2c(=O)cc(COc3ccc(NC(=O)c4ccco4)cc3)nc2s1
  OX1R antag: 6; STK33 inh: -2.1

Cn1nnnc1SCC(=O)N(C1CCCCC1)C1CCS(=O)(=O)C1 (configuration not stated)
  OX1R antag: 20; STK33 inh: 2.0

COc1ccc(CNC(=O)CN(Cc2ccc(F)cc2)C(=O)CCC(=O)Nc2nccs2)cc1
  OX1R antag: 11; STK33 inh: -0.1

COc1cc(CNc2ncc(-c3ccc(Br)cc3)n2C)cc(OC)c1OC
  OX1R antag: 31; STK33 inh: 0.2

O=C(COC(=O)c1cc(S(=O)(=O)N2CCCCC2)ccc1N1CCOCC1)c1ccc(F)cc1
  OX1R antag: 8; STK33 inh: -1.7

COCCCNC(=O)c1ccc2c(c1)ncn2-c1ccccc1OC
  OX1R antag: 11; STK33 inh: x

CC(=O)Nc1cccc(-n2nnc(SCC(=O)N(C)c3ccccc3)n2)c1
  OX1R antag: -3; STK33 inh: 1.0

O=C1CC(=O)C(n2cncn2)C(c2ccc(Cl)cc2)C1 (configuration not stated)
  OX1R antag: 0; STK33 inh: -0.4

Cc1ccc(CNC(N)=S)cc1
  OX1R antag: 7; STK33 inh: 0.1

C=CCc1cccc(CNc2nc3ccccc3n2CCC)c1O
  OX1R antag: 22; STK33 inh: -0.4

O=C(COc1ccccc1)NCC(=O)Nc1ccc(S(=O)(=O)NCc2ccco2)cc1
  OX1R antag: 27; STK33 inh: -2.1

COCCNC(=O)c1ccc(CS(=O)(=O)c2ccccc2C)o1
  OX1R antag: 8; STK33 inh: -1.4

CCn1c(SCC(=O)Nc2cc(C)nn2-c2ccccc2)nnc1-c1cccs1
  OX1R antag: 5; STK33 inh: -1.1

O=C(Nc1nccs1)c1ccc(CSc2nnnn2-c2ccccc2)cc1
  OX1R antag: 19; STK33 inh: -0.1

COc1ccc(C(=O)/C(=C\c2ccco2)N2C=CC=CC2=C(C#N)C#N)cc1
  OX1R antag: 66*; STK33 inh: 2.4

In another format: 2 of the compounds above.
OX1R antag	STK33 inh	compound
2	-3.3	CCOC(=O)C1=C(O)C(=O)N(c2ccc(S(N)(=O)=O)cc2)C1c1ccc(Br)cc1 (configuration not stated)
11	0.0	Cc1ccc(NC(=O)CSc2n[nH]c(-c3cccnc3)n2)cc1Cl

OX1R antag, what is marked active above.
COc1ccc(C(=O)/C(=C\c2ccco2)N2C=CC=CC2=C(C#N)C#N)cc1
  OX1R antag: 66*; STK33 inh: 2.4

Another view of some results above.
structure,OX1R antag,STK33 inh
COc1ccc(C(=O)/C(=C\c2ccco2)N2C=CC=CC2=C(C#N)C#N)cc1,66*,2.4
O=c1ccc2cc3c(-c4ccccc4)coc3cc2o1,x,-0.7

Single records (already shown).
O=C1c2ccccc2C(=O)N1OCc1cccc(Cl)c1 across the screens: OX1R antag: 10; STK33 inh: 0.2
O=c1ccc2cc3c(-c4ccccc4)coc3cc2o1 across the screens: OX1R antag: x; STK33 inh: -0.7
